ERK EGF block – qHTS Assay for Inhibitors of the ERK Signaling Pathway using a Homogeneous Screening Assay; Stimulation with EGF; HEK293-V1b, EGF-stimulated phospho-ERK AlphaScreen; Potency, µM (titrated, usually from 11.5 µM), without a hit: top-dose activity change, negative = inhibition, most hits filed as inhibitors; 130,000 compounds, 0.41% hits; AID 1454, 2008; active means well fitted inhibition curve with a large enough effect; inconclusive means small, poorly fitted or top-dose-only effect, or effect the other way;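 further: plate controls were stimulated vehicle wells for no effect and unstimulated vehicle basal for full effect; nearly all actives have a fitted effect of over 55% in size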
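Phospho-ERK1/2 measured by AlphaScreen (SureFire) after 5 min 25 nM EGF stimulation of V1b-expressing HEK293 cells preincubated 30 min at 37C with titrated compounds; data scaled to DMSO and EGF controls, Hill-fitted AC50.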
The depositor's hits bear a star; ? = inconclusive; & = joins results of further samples; [ ] = remark or other dose. Potency means the concentration at half of the fitted maximal effect. The list is partial, so the mix of outcomes need not match the whole.

| canonical_smiles | ERK EGF block |
| --- | --- |
| CC(C)N1CCN(Cc2cc(F)ccc2-n2cccn2)CC1CCO (stereo not given) | -5.3% |
| O=C(NO)c1ccccc1C(F)(F)F | 5.3% |
| COC(CNC(=O)c1ccc(N2CCC3(CC2)OCCO3)c([N+](=O)[O-])c1)OC | 1.6% |
| O=C(NCc1cccnc1)c1nc(-c2cccs2)no1 | -7.6% |
| CC(C)CC(=O)NC(=S)Nc1nc(-c2ccc(Cl)cc2)cs1 | -1.8% |
| O=C1c2ccccc2C(=O)c2c(NCCCN(CCO)CCO)cccc21 | 28.2µM* |
| Cc1cccc(CN2CCN(C3CCCC3)C(CCO)C2)n1 (stereo not given) | 5.4% |
| Cc1cc(C)cc(N(CC(=O)NCCSCc2ccccc2)S(C)(=O)=O)c1 | -1.0% |
| CN(C(=O)Cc1noc2ccccc12)c1ccccc1 | 6.0% |
| CN1C(=S)N(c2cccnc2)C(=O)/C1=C\c1ccc(N(C)C)cc1 | ? |
| N#C/C(=C\c1ccc(-c2ccc(C(=O)O)cc2)o1)C(=O)NCC1CCCO1 (stereo not given) | 2.2% |
| C/C(=N/NS(=O)(=O)c1ccccc1)c1ccc(NC(=O)C2CC2)cc1 | 12.4% |
| c1ccc(Cn2nnc3cnccc32)cc1 | -9.4%[57.5 µM] |
| COc1ccc(NS(=O)(=O)c2ccc(N/N=C(\C)c3ccncc3)c([N+](=O)[O-])c2)cc1 | 7.8% |
| C/C(=N\NC(=O)CCCNc1cccc(C)c1)c1ccncc1 | -8.2% |
| Cc1ccc(NC(=O)c2ccc(NCCN)c([N+](=O)[O-])c2)cc1Cl | 1.1% |
| COc1ccc(N(C(=O)c2cccnc2)S(=O)(=O)c2cccc([N+](=O)[O-])c2)cc1 | -4.0% |
| Cc1ccc(CNC(=O)CCCn2c(=O)c3ccccc3n(CC(=O)NCc3ccco3)c2=O)cc1 | -10.8% |
| CCn1c2ccccc2c2cc(/C=N/O)ccc21 | 2.0% |
| CC(=O)c1cccc(NC(=S)NCCc2ccc(F)cc2)c1 | -12.0% |
| COc1cc([N+](=O)[O-])ccc1NC(=S)Nc1cc(C(=O)OC(C)C)cc(C(=O)OC(C)C)c1 | -3.1% |
| COc1ccc(-c2nnc(NC(=O)CSc3ccccc3)s2)cc1OC | -0.5% |
| Cc1cc(/C=N/NC(=O)CC2(C)OCCO2)c(C)n1-c1cc(Cl)cc(Cl)c1 | -5.5% |
| Fc1ccccc1CSc1nncn1NCc1cccs1 | 3.9% |
| C[C@@H]1C=C(C(=O)N2CCN(C)CC2)O[C@H](OCc2ccc(CO)cc2)C1 | -4.7%[57.5 µM] |
| Nc1ccc(C(=O)N(CCO)CCO)cc1 | -14.4% |
| COc1ccc(C2(CNC(=O)c3cccc([N+](=O)[O-])c3)CCOCC2)cc1 | -2.9% |
| Cn1c(SCC(=O)Nc2ccc(Br)cc2F)nnc1-c1ccco1 | 3.6% |
| COC(=O)C1[C@H]2C(=O)N(Cc3cccs3)C[C@]23C=C[C@H]1O3 (stereo not given in full) | -27.1%[57.5 µM] |
| O=C(Nc1ccc(F)c(Cl)c1)C1CC(=O)n2c(nc3ccccc32)N1 (stereo not given) | 2.2% |
| c1ccc2c(c1)OCc1cn[nH]c1-2 | -12.8%[57.5 µM] |
| Cc1ccccc1/C=C/C1=NCCN1 | 12.8% |
| Cc1ccc(Nc2ncnc(N)n2)cc1C | -1.0% |
| Cc1cc(-c2c(C)[nH]n(-c3ccccc3)c2=O)n[nH]1 | -2.2% |
| COC(=O)c1nc2ccccn2c1F | 29.0% |
| Nn1c(Cc2ccccc2F)nnc1SCC(=O)Nc1cccc(S(=O)(=O)NC2=NCCCCC2)c1 | 2.6% |
| CC(=O)N1CN(C2CC(C)(C)NC(C)(C)C2)Cc2c1sc1c2CCCC1 | 10.1% |
| Cc1ccc(CN2CCN(/N=C\C(Br)=C\c3ccccc3)CC2)cc1 | 2.5% |
| Cc1nc(CSc2nsc(C)c2C#N)cs1 | -4.0% |
| Cc1ccc(S(=O)(=O)N2CCCCC2)c(C)c1NS(C)(=O)=O | -3.7% |
| Cc1nnsc1C(=O)N1CCN(c2ccc(F)cc2)CC1 | 1.0%[57.5 µM] |
| COC(=O)Cn1nc(-c2ccc(C)cc2)c2ccccc2c1=O | 1.9% |
| CC(C)(C)C(=O)NC(=S)N1CCOCC1 | 0.9% |
| Cc1ccc(-c2nnc(NCc3nc4ccccc4[nH]3)c3ccccc23)cc1S(=O)(=O)N1CCCCC1 | 5.0% |
| N#Cc1ccsc1NC(=O)CN1CCN(c2ccc(O)cc2)CC1 | -9.8% |
| Cc1cccc(N2CCN(C(=O)C3CCCN(S(=O)(=O)c4cnc[nH]4)C3)CC2C)c1 (stereo not given) | 8.1% |
| Cc1ccc(-n2cc(CN3CCNC(=O)CC3)c(-c3cccc(C)c3)n2)cc1 | -1.4% |
| CC1CC(=O)N(c2ccc(N(C)Cc3ccccc3)c([N+](=O)[O-])c2)C1=O (stereo not given) | -1.3% |
| COc1ccc(C(=O)Nc2ccccc2C(=O)O)cc1Cl | 12.5% |
| CN1CCN(S(=O)(=O)c2cccc(C(=O)Nc3ccccc3N3CCOCC3)c2)CC1 | 6.9% |
| COC(=O)[C@@]1(Cc2ccc(OC)cc2)[C@H]2c3cc(C(=O)N4CCCC4)n(Cc4cc(F)cc5c4OCOC5)c3C[C@H]2CN1C(=O)c1ccccc1 | 7.3% |
| COc1ccc(C(=O)NCc2ccccc2)cc1Br | 1.4% |
| COc1ccc(-c2[nH]c(-c3cccc(OC)c3)nc2SCC(=O)NC2CCCC2)cc1 | 1.8% |
| Cc1ccc(C(=O)Nc2cccc(-c3cn4ccccc4n3)c2)cc1 | -4.2% |
| Cc1ccc(SC[C@H](c2ccccc2)N2CCN(C)CCC2=O)cc1 | -16.3%[57.5 µM] |
| COC(=O)c1cccc(Cn2c(Cl)c(/C=N/Nc3ccccc3C)sc2=O)c1 | 9.3% |
| CCC(=O)Oc1ccc(C(CC)C(CC)c2ccc(OC(=O)CC)cc2)cc1 (stereo not given) | -6.6% |
| CCOC(=O)c1cccc(S(=O)(=O)N2CCCC2)c1 | 9.2% |
| CC(C)CCN1CCN(Cc2cccn2-c2ccccn2)CC1CCO (stereo not given) | -3.2%[57.5 µM] |
| Fc1ccc(COc2ccc(Br)cc2CNCC2CCCO2)cc1 (stereo not given) | -3.6% |

New compounds follow
| canonical_smiles | ERK EGF block |
| --- | --- |
| CC(=O)NC1C(Oc2ccccc2C)OC(CO)C(O)C1O (stereo not given) | 14.9% |
| CCCN(CCC)S(=O)(=O)c1ccc(C(=O)Nc2c(C)n(C)n(-c3ccccc3)c2=O)cc1 | -6.9% |
| CC1CCc2c(sc3ncnc(SCC(=O)c4ccccc4)c23)C1 (stereo not given) | -9.0% |
| Cc1nc2cc3c(cc2c(C)c1C(=O)OC(C)C)OCO3 | 2.2% |
| CN(C)c1ccc(/C=N/NC(=O)c2ccccc2)cc1 | -5.2% |
| O=C(c1ccco1)N1CCN(c2ccc([N+](=O)[O-])c(N3CCOCC3)c2)CC1 | -14.0% |
| Cc1ccc(NC(=O)c2ccc(Nc3c([N+](=O)[O-])cc([N+](=O)[O-])cc3[N+](=O)[O-])cc2)cc1 | ? |
| N#Cc1c2c(c(-c3ccccc3Cl)[nH]c1=S)CCCC2 | -9.6% |
| CCOC(=O)c1ccc(NC(=S)N2CCN(CCN=CC3=C(O)CC(C)(C)CC3=O)CC2)cc1 | -17.5% |
| CN(C)C1(CNC(=S)Nc2ccccc2C(F)(F)F)CCCCC1 | 1.6%[57.5 µM] |
| FC(F)Oc1ccc(-n2cc(-c3ccccc3)[n+]3c2CCCCC3)cc1 | 4.6%[57.5 µM] |
| C[C@@H](CCc1ccccc1)NC[C@H](O)c1ccc(O)c(C(N)=O)c1 | 13.2%[25.7 µM] |
| COCCOC(=O)C1=C(C)NC(=O)NC1c1ccc(-c2ccc(F)cc2)o1 (stereo not given) | 0.0% |
| CO/N=C/C(=N\Nc1cc(OC)cc(OC)c1)C(=O)c1ccccc1 | 0.4% |
| CCC(Sc1nc(N)cc(=O)[nH]1)C(=O)Nc1cc(C)on1 (stereo not given) | 0.7% |
| COC(=O)c1ccc(Cn2nc([N+](=O)[O-])c(Br)c2C)cc1 | -1.8%[57.5 µM] |
| O=C(Nc1nc2ccc(F)cc2s1)C1=NN(c2ccccc2)C(=O)CC1 | -6.4% |
| CCC(C(=O)O)N1C(=O)C2CCCCC2C1=O (stereo not given) | 12.3%[57.5 µM] |
| O=[N+]([O-])/C=C/c1cc2ccccc2[nH]1 | 5.9%[57.5 µM] |
| COc1ccc(/C=C/c2nc3ccccc3n2C)cc1 | 1.7% |
| COc1ccc(-c2nc(SCC(=O)NC3CCCC3)c(-c3ccc(OC)cc3)[nH]2)cc1 | 1.3% |
| COc1cc(NC(=O)C/C(C)=N/NC(=O)C(=O)NC2CCCCC2)c(OC)cc1Cl | -4.8% |
| O=c1[nH]cc(N(CCO)CCO)c(=O)[nH]1 | -5.9%[57.5 µM] |
| Cc1ccc2nc(N(CCCN(C)C)C(=O)CN3C(=O)c4ccccc4C3=O)sc2c1 | 4.0% |
| COc1cc(CNCCCN2CCOCC2)ccc1OCC(=O)NC(C)(C)C | 0.7% |
| c1ccc2nc(C3=NCCN3)ccc2c1 | 10.2%&-9.1% |
| CC(=O)NC/C(C)=N\Nc1ccc([N+](=O)[O-])cc1 | 0.9% |
| Cc1cc2ccccn2c1C(C[N+](=O)[O-])c1ccc(N(C)C)cc1 (stereo not given) | ? |
| Cc1cc(NCCCn2ccnc2)n2nc(-c3ccc(Cl)cc3)cc2n1 | ? |
| O=C(Nc1ccc(N2CCCC2)cc1)c1cccc(-c2cc3ccccc3oc2=O)c1 | ? |

Exported as labelled records: entries from further up.
Nc1ccc(C(=O)N(CCO)CCO)cc1
  ERK EGF block: -14.4%

COc1ccc(C2(CNC(=O)c3cccc([N+](=O)[O-])c3)CCOCC2)cc1
  ERK EGF block: -2.9%

Cn1c(SCC(=O)Nc2ccc(Br)cc2F)nnc1-c1ccco1
  ERK EGF block: 3.6%

COC(=O)C1[C@H]2C(=O)N(Cc3cccs3)C[C@]23C=C[C@H]1O3 (stereo not given in full)
  ERK EGF block: -27.1%[57.5 µM]

(next part)
| canonical_smiles | ERK EGF block |
| --- | --- |
| Cc1nc([N+](=O)[O-])c(SCC(O)CCl)n1Cc1ccc(Cl)cc1 (stereo not given) | -0.7% |
| COc1ccccc1NC(=S)N(CCCN(C)C)Cc1cc2cc3c(cc2[nH]c1=O)OCO3 | -2.8% |
| CC(=O)c1ccccc1N(C(=O)c1ccco1)C(C(=O)NC1CCCC1)c1ccc(N2CCOCC2)cc1 (stereo not given) | -5.6% |
| C/C(=N\OCC(=O)Nn1c(=O)[nH]c2ccccc2c1=O)c1cccs1 | 5.0% |
| Cc1ccc(C(=O)C2CCN(S(=O)(=O)c3c(C)noc3C)CC2)cc1 | -13.4%[57.5 µM] |
| CC(C)n1cc(C(=O)c2ccccc2O)cc(C#N)c1=O | 0.8% |
| COC(=O)[C@@H]1C[C@H]1[C@@H](NC(=O)c1ccccc1)c1ccccc1 | 8.4%&9.0% |
| O=C(COC(=O)Cc1ccccc1[N+](=O)[O-])NCc1ccc(F)cc1 | -6.4% |
| COc1cc(C)nc(N2CCCC(C(=O)Nc3ccccc3Br)C2)n1 (stereo not given) | 2.2% |
| O=C(Nc1ccc(F)c([N+](=O)[O-])c1)c1ccc2c(c1)OCCO2 | ? |
| Cc1cccc2sc(N(CCN(C)C)C(=O)/C=C/c3cccs3)nc12 | ? |
| COc1ccccc1NC(=S)NNC(=S)Nc1ccc(OC(F)F)cc1 | -0.4% |
| COc1ccccc1NS(=O)(=O)c1cc(NC(=O)CCC2CCCC2)ccc1N1CCOCC1 | -2.2% |
| Cc1sc2ncn(CC(=O)NCC3COc4ccccc4O3)c(=O)c2c1S(=O)(=O)N1CCOCC1 (stereo not given) | 2.4% |
| O=c1cc(-c2ccccc2)nc2cc(-c3ccco3)[nH]n12 | 5.0%[57.5 µM] |
| COC(=O)C1CSC(C(=O)OC)N1C(=O)CN1CCN(c2ccc(OC)cc2)CC1 (stereo not given) | -3.5% |
| CC(N)C(O)c1cccc(O)c1 (stereo not given) | 12.2% |
| O=C1CSC(c2cccnc2)N1Cc1ccc(Cl)cc1Cl (stereo not given) | 3.5%[57.5 µM] |
| CCOC(=O)c1c(C)c(C)n(Cc2cccc(OC)c2OC)c1C | 3.5% |
| C/C(N)=C(/C#N)C(=O)COc1ccc(Cl)cc1Cl | 2.4% |
| Fc1cccc(CSc2ccc(-c3ccc4c(c3)OCO4)nn2)c1 | -0.9% |
| Cc1cccc(CN2CCN(CCCc3ccccc3)CC2)c1 | 2.2% |
| COC(=O)c1cc2occc2n1Cc1nc(-c2ccccc2C)oc1C | 3.2% |
| CC(C)CC(NC(N)=O)C(=O)NCCc1ccc(Cl)cc1Cl (stereo not given) | -0.2% |
| Nc1nc2n(n1)C(c1ccc(Cl)cc1)CC(c1ccc(F)cc1)N2 (stereo not given) | -3.2% |
| CN(CC(=O)NC1CCCc2ccccc21)C1CCCCC1 (stereo not given) | -4.1% |
| O=C(O)/C(=C\c1ccccc1)c1ccccc1 | -1.2%[57.5 µM] |
| CC(=O)N1CCC[C@@]2(CCN(C(=O)Nc3cccc(C#N)c3)C2)C1 | -2.5% |
| O=C(O)C(=O)Cc1c[nH]c2ccccc12 | -1.1% |
| [O-]/C(=C(\C(=S)Nc1ccc(SC(F)F)cc1)[n+]1cccc(CO)c1)c1ccc(Cl)s1 | -4.3% |
| CC(C)(C)c1ccc(OCc2cnc(Cl)s2)cc1 | 0.5% |
| C=CCOc1ccccc1CNc1ccc2[nH]c(=O)[nH]c2c1 | 7.0% |
| COc1ccc(/C=N/N=C2\SC(CC(=O)O)C(=O)N2c2ccccc2)c(OC)c1 (stereo not given) | -6.6% |
| CC(NC(=O)COC(=O)C1CSC2(C)CCC(=O)N12)C12CC3CC(CC(C3)C1)C2 (stereo not given) | ? |
| CN1CCN(S(=O)(=O)c2ccc(N3CCc4ccccc4C3)nc2)CC1 | 14.7% |

High-throughput results: PubChem, National Center for Advancing Translational Sciences (NCATS)
